Assay outcomes as filed in PubChem.
SR-BI uptake up – SR-BI HDL lipid transfer activation. CHO ldlA[mSR-BI] cells, DiI-HDL uptake fluorescence, 3 h; 100 = double the neutral-control signal. activation, % at 12.5 µM. 320,000 compounds, 0.096% hits. AID 504775;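 active = mean replicate activation of at least 60% and every replicate at or above 60%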;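 also: 0% = median plate neutral-control signal and 100% = twice that signal; values of inactives mirror those of a sister screen read the other way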
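System: LDL receptor-deficient CHO ldlA cells overexpressing murine SR-BI | Timing: 3 h uptake period with compound, 37 °C | Medium: HEPES-buffered (25 mM, pH 7.4) F12 plus 0.5% BSA | Dosing: Single-point compound dose | Signal: Bottom-read fluorescence, 550/595 nm | Read-out: Retained DiI signal reflecting DiI-HDL uptake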
Wnt act – Wnt/beta-catenin pathway activation; activation, % at 9.35 µM; AID 743398; Wnt/beta-catenin reporter cell assay, activator, plate reader; 300,000 compounds, 1.2% hits; in the data active = activation above about 30%, passing the limit was not always enough;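 also: 0% = neutral control wells and 100% = positive control wells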
Tat transport – blocks Tat-dependent protein export in E. coli; E. coli MC4100 TorA-mCherry Tat export, fluorescence; inhibition, % at 10 µM; 340,000 compounds, 0.036% hits; AID 488895;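 active = mean replicate inhibition at least 50% and at least half of replicates individually reaching 50%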;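 also: exported cargo escapes ClpAP degradation while cytoplasmic cargo is degraded and loses fluorescence; 0% = median of neutral control wells and 100% = median of NaSCN control wells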
CAL PDZ FP-1 – inhibitors of human CAL PDZ peptide binding | purified CAL PDZ, TMR-peptide fluorescence polarization, 1 h | 300,000 compounds, 0.92% hits | inhibition, % at 24.9 µM | AID 602252 | Q9HD26;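 active = mean inhibition of at least 30% with at least half of replicates also reaching 30%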;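 also: 0% = DMSO neutral control and 100% = excess unlabeled competitor peptide PRC23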
MITF act – activators of MITF-driven TRPM1 promoter activity in SK-MEL-5 cells | activation, % at 12.5 µM | SK-MEL-5 TRPM1-promoter luciferase, 24 h; % of positive control, neutral wells = 0 | 300,000 compounds, 0.75% hits | AID 588334;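 active = mean activation of at least 80% with every replicate also reaching 80%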;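 also: 0% = neutral control wells and 100% = parthenolide positive control wells; values of inactives mirror those of a sister screen read the other way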
SR-BI DiI inh – inhibitors of mouse SR-BI mediated HDL lipid uptake. Q61009. ldlA[mSR-BI] CHO cells, DiI-HDL uptake fluorescence, 3 h. inhibition, % at 12.5 µM. 320,000 compounds, 0.96% hits. AID 488896;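 active = mean replicate inhibition of at least 70% and a set share of replicates each scoring 70 or more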;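 also: 0% = median of neutral control wells and 100% = median of positive control wells; values of inactives mirror those of a sister screen read the other way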
Target sequence (Q61009 whole entry, looked up): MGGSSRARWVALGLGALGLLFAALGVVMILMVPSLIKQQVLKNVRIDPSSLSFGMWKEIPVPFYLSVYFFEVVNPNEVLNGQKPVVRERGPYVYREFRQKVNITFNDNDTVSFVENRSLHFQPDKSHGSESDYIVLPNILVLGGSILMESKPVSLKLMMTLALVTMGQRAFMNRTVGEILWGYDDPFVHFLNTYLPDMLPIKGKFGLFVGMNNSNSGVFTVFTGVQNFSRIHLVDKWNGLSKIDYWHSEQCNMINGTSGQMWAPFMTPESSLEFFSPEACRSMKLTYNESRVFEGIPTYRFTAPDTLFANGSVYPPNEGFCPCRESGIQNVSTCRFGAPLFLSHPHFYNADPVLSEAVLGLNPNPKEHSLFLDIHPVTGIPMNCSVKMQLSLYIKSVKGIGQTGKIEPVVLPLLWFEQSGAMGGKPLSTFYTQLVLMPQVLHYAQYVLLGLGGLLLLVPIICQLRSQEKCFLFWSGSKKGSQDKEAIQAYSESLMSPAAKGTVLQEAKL
phage Ecoli inh – E. coli growth loss with phage present; inhibition, % at 11.9 µM; growth absorbance; AID 651602; 360,000 compounds, 0.26% hits; in the data active = inhibition above about 11%
E coli growth – bacterial growth inhibition, counter-screen for AddAB inhibitors | E. coli V3065 growth, OD600 absorbance, 18 h | inhibition, % at 11.9 µM | 330,000 compounds, 0.27% hits;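 active = inhibition above the campaign's mean inhibition across all tested compounds plus 3 SD, cut at about 9.9% in these data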;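 also: uninfected addAB+ strain grown without phage in ampicillin broth; 0% = DMSO wells and 100% = ciprofloxacin 0.95 µg/ml wells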
AddAB inh – less growth of phage-infected E. coli with AddAB; E. coli expressing H. pylori AddAB, absorbance growth; 330,000 compounds, 0.29% hits; inhibition, % at 11.9 µM; in the data active = inhibition above about 12%;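 also: 0% = vehicle wells of infected cells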
CAL PDZ FP-2 – inhibitors of human CAL PDZ peptide binding. Q9HD26. purified CAL PDZ, TMR-peptide fluorescence polarization, 1 h. AID 504414. inhibition, % at 20 µM. 330,000 compounds, 0.02% hits;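 active = highest replicate inhibition of at least 40%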;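 also: plate controls were DMSO neutral control wells for no effect and unlabeled competitor peptide control wells for full effect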
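Test system: tagged CAL PDZ domain / Buffer or medium: sodium phosphate/NaCl buffer pH 7.4 with TCEP, IgG, Thesit / Reagent: TMR-labelled reporter peptide T*-PRC34 bound in PDZ groove / Compound dosing: single point, 20 µM / Schedule: 1 h incubation at room temperature before polarization reading / Technique: fluorescence polarization (mP) / Benchmarks: unlabelled peptide, DMSO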
Starred values were filed as active, the others as inactive; . = no result given.

SMILES	SR-BI uptake up	Wnt act	Tat transport	CAL PDZ FP-1	MITF act	SR-BI DiI inh	phage Ecoli inh	E coli growth	AddAB inh	CAL PDZ FP-2
Cc1ccc(C)c(N(C(=O)CNC(=O)c2ccco2)C(C(=O)NCC2CCCO2)c2ccccc2)c1 (centres undefined)	2	1	2	.	0	-2	-1.2	-1.4	1.0	-0.7
O=c1c2c(ncn2C2CCCC2)n(Cc2ccccc2)c(=O)n1CCOc1ccc(Br)cc1	29	.	1	-24	-1	-29	0.7	-1.0	0.9	-1.6
CCN(C[C@H]1N[C@@](CC)(C(=O)OC)[C@H]2C(=O)N(Cc3ccccc3)C(=O)[C@@H]12)C(=O)c1ccc(C(C)(C)C)cc1	-58	-2	19	1	4	58	1.1	-2.0	-0.2	0.3
COc1ccccc1C1C2C(=O)N(c3ccccc3)C(=O)C2ON1c1ccccc1 (centres undefined)	-5	.	10	5	.	5	1.0	-1.2	1.5	-3.7
CCC(Oc1ccc(Cl)cc1)C(=O)N1CC(=O)Nc2ccccc21 (centres undefined)	6	25	-2	-3	-6	-6	0.7	-2.0	3.8	-2.9
Cc1nc(SC2C=CS(=O)(=O)C2)n[nH]1 (centres undefined)	11	-1	-6	.	-8	-11	.	-0.5	2.8	0.1
Cc1ccsc1/C=N/NC(=O)c1ccc([N+](=O)[O-])cc1	-31	13	0	13	35	31	1.3	0.5	7.1	-1.4
CC(C)Oc1ccc(C(=O)OCC(=O)c2ccc[nH]2)cc1	10	45*	3	-3	89*	-10	2.5	-0.6	3.0	-1.3
O=C(CN(Cc1ccco1)C(=O)c1cccc(F)c1)Nc1ccccc1C(F)(F)F	-5	2	0	.	11	5	-1.6	-2.5	-1.9	-0.7
CC(Sc1nc(-c2ccccc2)cc(C(F)(F)F)n1)C(=O)N1CCCCC1 (centres undefined)	-57	.	7	-1	.	57	.	-2.2	-0.5	-1.5
COc1cccc(-c2nc(-c3ccc(NC(=O)Cc4ccccc4OC)cc3)no2)c1	-78	.	10	-5	-8	78*	.	.	.	-0.6
COc1cccc(-c2nnc(SCc3ccccn3)n2C)c1	23	13	-3	-3	14	-23	1.9	-0.9	0.7	-3.0

Molecules shown so far with a carbonyl joined to an NH by a bond outside any ring (four):
SMILES	SR-BI uptake up	Wnt act	Tat transport	CAL PDZ FP-1	MITF act	SR-BI DiI inh	phage Ecoli inh	E coli growth	AddAB inh	CAL PDZ FP-2
Cc1ccc(C)c(N(C(=O)CNC(=O)c2ccco2)C(C(=O)NCC2CCCO2)c2ccccc2)c1 (centres undefined)	2	1	2	.	0	-2	-1.2	-1.4	1.0	-0.7
Cc1ccsc1/C=N/NC(=O)c1ccc([N+](=O)[O-])cc1	-31	13	0	13	35	31	1.3	0.5	7.1	-1.4
O=C(CN(Cc1ccco1)C(=O)c1cccc(F)c1)Nc1ccccc1C(F)(F)F	-5	2	0	.	11	5	-1.6	-2.5	-1.9	-0.7
COc1cccc(-c2nc(-c3ccc(NC(=O)Cc4ccccc4OC)cc3)no2)c1	-78	.	10	-5	-8	78*	.	.	.	-0.6

(further entries)
SMILES	SR-BI uptake up	Wnt act	Tat transport	CAL PDZ FP-1	MITF act	SR-BI DiI inh	phage Ecoli inh	E coli growth	AddAB inh	CAL PDZ FP-2
COc1cc(C)ccc1OCc1cc(C(=O)N2CCC(c3ccc(F)cc3)C2)no1 (centres undefined)	-6	41*	22	11	82*	6	-1.1	-0.1	0.5	-3.0
CC(=O)OC(C)(CCC(C)(OC(C)=O)C(C)=O)C(C)=O (centres undefined)	10	.	-9	0	5	-10	2.0	.	.	-0.6
Nc1nc(N)c2[nH]c(-c3ccccc3)nc2n1	13	2	-2	-2	4	-13	3.0	.	.	.
COc1cccc(C2CC(C(F)(F)F)n3ncc(C(=O)NCC4CCCO4)c3N2)c1 (centres undefined)	-1	.	-2	-1	5	1	0.5	0.1	0.1	0.0
COc1ccc(C2(C(=O)NCc3ccco3)CCCC2)cc1OC	-8	-5	2	1	7	8	0.6	1.4	3.3	-0.3
S=c1[nH]nc(C2COc3ccccc3O2)o1 (centres undefined)	10	.	-2	2	-1	-10	0.8	-2.0	-4.9	-4.2
COc1cccc(/C=N/NC(=O)CCn2c3ccccc3c3ccccc32)c1	-24	-1	0	-5	1	24	2.5	-0.8	1.6	-1.2
Cc1noc(N)c1C(=O)Nc1ccc(F)cc1	30	.	11	0	-2	-30	3.2	-0.3	1.7	-0.1
COc1ccc(Cl)cc1N1C(=O)/C(=C\c2sccc2C)N=C1SCC(=O)NC1CC1	-42	-11	4	3	.	42	1.8	0.9	0.2	-2.0
CC(C)Nc1nc(NC(C)C)nc(NS(=O)(=O)c2ccc(N)cc2)n1	-1	.	-1	-2	.	1	1.9	0.2	3.2	0.4
Cc1ccc(N2C(=O)C(CN3CCCCC3)C2c2ccccc2)cc1 (centres undefined)	-13	-2	1	-1	12	13	1.8	-1.3	-1.0	-2.1
O=C(Cc1cc(=O)[nH]c(=O)[nH]1)NCC1CCCO1 (centres undefined)	0	2	-6	.	-4	0	1.4	0.9	1.9	-0.5
C/C(=N\NC(=O)Cc1c(Cl)cccc1Cl)c1cccnc1	-2	-1	-2	-3	7	2	0.1	.	.	-2.0
Cc1nc2nc[nH]n2c(=O)c1NS(=O)(=O)c1ccc(C(C)(C)C)cc1	21	0	-1	-1	4	-21	4.1	-1.2	2.6	-0.1
Cc1cc(NC(=O)c2ccc(Cl)cc2)n(-c2ccccc2)n1	-10	-1	2	-1	2	10	5.7	-0.5	1.5	-1.2
Cc1cc2ccccc2cc(C)c1=O	6	.	-4	-3	1	-6	1.2	-1.5	-0.4	-1.6
CCc1nnc(NC(=O)C(NC(=O)c2ccccc2Cl)C(C)C)s1 (centres undefined)	16	0	-5	-5	5	-16	0.6	1.3	0.5	-1.4
O=C(Nc1ccc(N2CCN(C(=O)c3cccs3)CC2)cc1)c1ccc(Br)o1	-38	5	1	-3	8	38	1.4	0.9	0.1	-0.5
CC(C)N(CC(N)=O)c1ccc(S(=O)(=O)N2CCCC2)cn1	2	-3	-1	-3	9	-2	1.8	0.2	1.1	-0.5
Cc1c(NC(=O)c2cc3ccccc3oc2=O)c(=O)n(-c2ccccc2)n1C	33	24	-16	-3	37	-33	3.1	0.0	2.1	-2.3
CC1CCCCC1NC(=O)CSC1=Nc2ccccc2C2CC=NN12 (centres undefined)	-4	-2	-3	6	-3	4	-1.1	-1.4	3.0	0.0
CN(C)c1ccc(C(=S)NCc2ccco2)cc1	-14	2	-7	5	-12	14	2.4	1.9	4.3	0.2
FC(F)(F)c1nc(N2CCCC2)ncc1-c1nnnn1-c1ccccc1	13	-9	1	-5	-7	-13	3.4	1.4	-0.6	-0.6
Cc1ccc(Cn2ncc3c(NCCN(C)C)ncnc32)cc1	13	1	-12	3	-1	-13	-1.2	-0.7	-1.6	-1.3
C=CCNS(=O)(=O)c1ccc2c(c1)n(C)c(=O)n2C	2	-4	1	0	-7	-2	2.3	0.6	4.1	-1.4
COCCNCC(=O)Nc1ccc(C)c(S(=O)(=O)N2CCCCC2)c1	6	-1	-6	.	1	-6	1.6	-0.7	-3.4	0.5
CCC1CCCCN1CCCNC(=O)c1c(O)nc2cc(C)ccn2c1=O (centres undefined)	5	-1	10	7	-7	-5	-0.9	1.6	3.6	-0.4
N#C/C(=C(/O)COC(=O)CCC1CCCCC1)c1nc2ccccc2[nH]1	17	3	-4	-1	-3	-17	-0.9	-0.3	-0.4	.
CCNS(=O)(=O)c1ccc(NC(=S)NCc2ccco2)cc1	6	.	0	-4	5	-6	5.7	1.9	1.1	-1.8
CCCCn1c(N)c(N(CC(C)C)C(=O)C2CCCN(C(=O)c3ccc(Cl)cc3)C2)c(=O)[nH]c1=O (centres undefined)	15	5	8	0	-2	-15	2.4	-0.2	0.7	-1.7
Cc1ccc(S(=O)(=O)NC(C)(C)CSc2ccccn2)cc1	2	.	8	-3	1	-2	4.1	3.1	0.2	-0.7
Nc1ncnc2c1nc(N1CCCCC1)n2[C@@H]1O[C@H](CO)[C@@H](O)[C@H]1O	38	1	2	-1	3	-38	2.2	1.2	0.9	-0.9
O=C(NCc1ccco1)/C(=C/c1ccc(C(F)(F)F)cc1)c1nc2ccccc2[nH]1	-8	34*	-9	0	14	8	5.0	0.4	-1.9	-2.7
CCN1C(=O)[C@H]2[C@@H](c3ccc(-c4ccc(Cl)c(Cl)c4)cc3)N[C@@](CC(C)C)(C(=O)OC)[C@H]2C1=O	-3	-3	-12	2	14	3	1.4	-2.4	3.0	0.2
COCCNCCOc1ccccc1-c1ccccc1	15	0	-3	-2	7	-15	2.4	-0.8	-0.1	-1.2
CCN1CCN(CC(=O)Nc2sc3c(c2C#N)CCC(C)C3)CC1 (centres undefined)	-6	-4	-2	-4	11	6	3.8	-3.4	-1.1	-1.0
COc1ccc(-c2nc(C#N)c(N3CCC(C)CC3)o2)cc1	-14	-1	-5	4	11	14	-1.0	0.0	-0.6	3.1
COc1ccc(OCCCC(=O)OCC(=O)Nc2ncc(Cl)cc2Cl)cc1	19	-2	-3	6	-8	-19	6.1	.	.	-1.1
COCCN(C(=O)COC(=O)Cc1coc2cc3c(cc12)CCC3)c1c(N)n(Cc2ccccc2)c(=O)[nH]c1=O	-17	-3	7	-1	0	17	3.0	1.3	1.2	-2.2
Cc1ccc(S(=O)(=O)N/N=C\c2cc([N+](=O)[O-])ccc2Cl)cc1	12	0	6	-1	-16	-12	2.5	0.3	2.8	-2.8
COc1ccc(OC(=O)c2cc3ccccc3o2)cc1	23	.	-2	1	2	-23	1.1	-1.2	-0.6	.
COn1c(=O)c(-c2cccs2)[n+]([O-])c2ccccc21	-15	13	-4	-7	.	15	3.8	1.2	2.4	-2.7
COC(=O)c1ccc(S(=O)(=O)NCCc2ccccc2OC)n1C	3	2	7	69*	-7	-3	-0.3	-0.1	2.9	-1.3
CCNC(=O)CC1SC(=Nc2ccc(C)cc2)NC1=O (centres undefined)	13	0	-11	-1	-10	-13	3.0	0.3	2.5	-0.3
CCC1=Nc2cc(C(=O)O)ccc2Sc2ccc(Cl)cc21	21	-3	0	.	-7	-21	1.3	1.2	-0.8	0.0
CCc1ccccc1NC(=O)C(Cc1cccc(OC)c1OC)c1nn[nH]n1 (centres undefined)	-1	-9	-4	-6	-8	1	1.0	0.0	2.7	-0.3
COCCN(C(=O)Cc1cccs1)C(C(=O)NC1CCCC1)c1ccc(OC)c(OC)c1 (centres undefined)	20	-1	-1	3	-5	-20	3.8	1.6	2.1	-1.1
CC(C(=O)O)n1nc(-c2ccccc2)c2ccccc21 (centres undefined)	7	-1	-9	-3	-3	-7	2.5	-1.6	-0.9	-0.5
CCN(CC)C1Oc2cc3c(cc2C(c2cc(OC)c(O)c(OC)c2)C1C)OCO3 (centres undefined)	22	-2	-1	0	.	-22	-0.7	.	.	0.8
